Screening results (PubChem)
LYP inh 2 = LYP (human) phosphatase inhibition; Q9Y2R2; recombinant LYP catalytic domain, DiFMUP fluorescence; inhibition, % at 2 µM; hit rate 0.21% among 96,000;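 active = inhibition at 2 µM at or above a set limit, the screen mean plus 3 SD, cut at about 24% in these data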;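 note: 0% = DMSO with enzyme and 100% = enzyme fully blocked by orthovanadate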
Calb biofilm kill = kills Candida albicans biofilms | C. albicans biofilm + clotrimazole, Alamar Blue | inhibition, % at 6 µM | hit rate 0.14% among 85,000 | AID 834;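 active = inhibition above 20%; inactive = inhibition below 20%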;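 note: preformed 24 hr biofilms exposed to compound for 48 hr; 0% = biofilm without compound and 100% = blank killed by clotrimazole plus chlorhexidine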
Rev-RRE block = inhibitors of HIV-1 Rev-RRE RNA interaction; P05866; Rev peptide-RRE RNA binding, FRET; hit rate 0.79% among 97,000; inhibition, % at 8 µM;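 active = inhibition above the screen-wide mean plus 3 SD, cut at about 35% in these data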;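 note: 0% = median DMSO wells and 100% = median Neomycin B control wells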
Target sequence (P05866 whole entry, looked up): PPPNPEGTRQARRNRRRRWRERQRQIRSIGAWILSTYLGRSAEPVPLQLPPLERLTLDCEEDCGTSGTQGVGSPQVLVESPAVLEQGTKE
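Assay system: Rev peptide and RRE RNA, both fluorescently labelled; times: 5 min preincubation and 15 min binding, 25 °C; detection: FRET, ex 480 nm, em 540 and 671 nm; read-out basis: % inhibition from 671/540 nm acceptor-to-donor ratio, scaled between controls; benchmarks: DMSO low control, neomycin B high control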
PLK1 PBD inh = inhibitors of human Plk1 polo box domain binding; AID 693; Plk1 PBD phosphopeptide binding, fluorescence polarization; P53350; hit rate 0.13% among 97,000; inhibition, %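 (tested at about 20 µM)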; in the data active = inhibition above about 34%, passing the limit was not always enough
Target sequence (P53350 whole entry, looked up, the tested form may be a part): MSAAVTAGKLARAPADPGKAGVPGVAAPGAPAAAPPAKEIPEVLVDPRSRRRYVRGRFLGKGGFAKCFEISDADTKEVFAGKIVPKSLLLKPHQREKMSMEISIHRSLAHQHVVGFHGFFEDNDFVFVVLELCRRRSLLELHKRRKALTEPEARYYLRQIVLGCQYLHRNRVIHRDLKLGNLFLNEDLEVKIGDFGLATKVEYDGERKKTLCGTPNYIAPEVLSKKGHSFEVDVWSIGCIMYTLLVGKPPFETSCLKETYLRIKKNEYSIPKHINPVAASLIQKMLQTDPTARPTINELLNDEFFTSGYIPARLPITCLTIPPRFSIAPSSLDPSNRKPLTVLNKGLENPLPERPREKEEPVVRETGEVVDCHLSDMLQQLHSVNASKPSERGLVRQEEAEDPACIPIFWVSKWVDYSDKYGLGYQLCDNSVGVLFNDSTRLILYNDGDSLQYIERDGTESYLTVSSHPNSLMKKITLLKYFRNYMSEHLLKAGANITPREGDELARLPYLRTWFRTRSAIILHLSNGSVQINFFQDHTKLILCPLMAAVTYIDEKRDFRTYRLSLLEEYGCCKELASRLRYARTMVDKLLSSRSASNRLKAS
PLK1 inh = inhibitors of human PLK1 kinase. recombinant PLK1 kinase, TR-FRET peptide phosphorylation. P53350. hit rate 0.53% among 97,000. inhibition, % at 10 µM;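 active = inhibition of 50% or more in the single-concentration screen; inactive = inhibition below 50%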;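 note: 0% = DMSO max control and 100% = H-89 dihydrochloride min control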
EphB4 antag = blocks human EphB4 binding to ephrin-B2; EphB4 LBD / TNYL-RAW-Alexa532 peptide, fluorescence polarization; hit rate 0.15% among 97,000; P54760; AID 720; inhibition, % at 7 µM;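 active = inhibition above the screen-wide mean inhibition plus 3 SD, cut at about 15% in these data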;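 note: 0% = DMSO wells and 100% = excess unlabeled TNYL-RAW peptide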
CYP2C9 act = CYP2C9 (human) activation | P11712 | recombinant CYP2C9, luciferin-H conversion, luminescence; active compounds read high; factor 1 = untreated enzyme, 0 = blocked | activation factor at 5 µM | hit rate 1.4% among 96,000 | AID 1024;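 active = activation factor of 2 or more for CYP2C9 at a 5 µM dose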;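 note: 0 = sulfaphenazole-blocked wells and 1 = vehicle-only wells; values of inactives mirror those of a sister screen read the other way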
LYP act = activators of human LYP (PTPN22) phosphatase. activation, % at 2 µM. recombinant LYP, DiFMUP fluorescence; 0 = plate median, 100 = signal doubled. hit rate 0.11% among 96,000;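 active = activation at 2 µM above a set limit, the mean plus 5 SD, cut at about 37% in these data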
CYP2C9 inh = inhibitors of human CYP2C9; inhibition, % at 5 µM; CYP2C9 Supersomes, luciferin-H conversion, luminescence; hit rate 20% among 96,000;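 active = blocking of liver enzyme CYP2C9 beyond about 50% at 5 µM, limit read from the data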; note: values of inactives mirror those of a sister screen read the other way
An asterisk follows results filed as active; nt = no result given.

SMILES	LYP inh 2	Calb biofilm kill	Rev-RRE block	PLK1 PBD inh	PLK1 inh	EphB4 antag	CYP2C9 act	LYP act	CYP2C9 inh
CCOC(=O)c1ccc2[nH]c3c(c2c1)CCCC3C(=O)OCC (stereo not drawn)	4	-1	6	-13	-6	6	0.2	-2	82*
CCCCn1c(=O)[nH]c(=O)c2c1nc(CN1C(=O)c3ccccc3S1(=O)=O)n2CCC	6	7	5	-19	-8	3	0	-3	98*
O=C(O)CSc1nnc(-c2ccccc2)o1	-1	2	9	6	-14	2	0.9	-1	12
O=C(COC(=O)COc1ccc(Nc2ccccc2)cc1)NCc1ccco1	-5	4	6	26	-4	5	0.6	2	44
O=c1c2ccccc2nc(SCc2cc(F)ccc2F)n1C1CCCC1	3	nt	13	11	-4	-9	0.9	-4	11
CCOc1ccccc1C(=O)Nc1nncs1	-6	8	0	5	-6	-8	1	9	-1
COc1ccc(N/C(C)=C2/C(=O)C(=O)N(CCO)C2c2ccc(Br)cc2)cc1 (stereo not drawn)	0	9	1	-12	-9	-1	0.5	-3	52*
O=C(C(Cc1ccccc1)n1cccc1)N1CCCCC1 (stereo not drawn)	-2	-19	-1	12	-6	4	1.1	-2	-6
Cc1cccc(-c2noc(CN(C(=O)c3ccc(Br)o3)C(C)C)n2)c1	4	-4	11	-6	-18	2	0.4	-8	56*
COc1ccc(NC(=O)C2(c3ccc(NC(=O)c4ccc(OC(C)=O)cc4)cc3)CCCC2)cc1	-7	nt	-4	-31	-4	-2	0.9	11	6
O=C(CN(CCc1ccccc1)C(=O)CNS(=O)(=O)c1ccc(F)cc1)NCc1ccco1	2	0	6	-4	-10	1	0.5	-2	46
N#CC1=C2Nc3ccccc3N2C(=O)NC1(c1ccccc1)C(F)(F)F (stereo not drawn)	-2	nt	13	15	-9	4	1.1	4	-9
O=C(Nc1ccccc1Cl)N1CCN(c2ccc3nnc(-c4ccccc4)n3n2)CC1	0	10	6	-3	6	8	0.1	-3	89*
Cc1ccccc1NC(=O)CCC(=O)OCCCC(F)(F)C(F)(F)F	-9	3	2	-22	-5	-3	0.9	8	10
CC1(C)CC(CCC(=O)Nc2ccccc2Cl)C(=O)O1 (stereo not drawn)	-15	5	-2	-13	-1	-1	1.4	15	-35
COc1ccc(-n2c(C)nn(C)c2=O)cc1	-1	nt	-3	2	-3	0	1	4	-3
COc1cccc(/C(C#N)=C/c2c(-c3ccc(Cl)cc3)nc3c(C)cccn23)c1	-10	nt	10	-16	-2	7	0.3	8	70*
COc1ccc(NC(=S)NCCCn2ccnc2)cc1	6	nt	4	6	-1	-1	nt	0	nt
O=C(Nc1ccc(Cl)cn1)c1cc2ccccc2o1	-11	6	1	17	1	1	0.7	7	29
Cc1cc(C)c2c(N)c(S(=O)(=O)c3ccccc3)sc2n1	-9	1	6	2	-6	-1	3*	8	-196

Reprinted from the part before: two entries, followed by the next part.
SMILES	LYP inh 2	Calb biofilm kill	Rev-RRE block	PLK1 PBD inh	PLK1 inh	EphB4 antag	CYP2C9 act	LYP act	CYP2C9 inh
O=C(Nc1ccc(Cl)cn1)c1cc2ccccc2o1	-11	6	1	17	1	1	0.7	7	29
Cc1cc(C)c2c(N)c(S(=O)(=O)c3ccccc3)sc2n1	-9	1	6	2	-6	-1	3*	8	-196
CCOC(=O)N1CCN(C(=O)c2cnn3c(C(F)F)cc(-c4ccc(C)cc4)nc23)CC1	9	8	1	14	0	-1	0.9	-5	12
Cc1nn2c3cc(N4CCOCC4)ccc3nc2c2ccccc12	-9	nt	6	-4	-5	5	nt	2	nt
COc1ccccc1C(=O)O/N=C(\N)c1ccc(Cl)cc1	8	nt	6	37	-9	3	3*	-5	-199
Cc1cc(C)n(-c2nc3sc4c(c3c3nnc(SCC(N)=O)n23)CC(C)(C)OC4)n1	2	2	4	13	-9	1	nt	1	nt
CCc1nc(-c2cc3ccc(C)cc3[nH]c2=O)no1	-12	5	7	-13	-4	-2	0.9	9	11
COCc1cc(C)nc2sc(C(=O)NC3CCCCC3)c(N)c12	-2	nt	13	-37	-2	-1	1	6	5
CC1CC(C)CN(CCOc2ccc(Cl)cc2Cl)C1 (stereo not drawn)	-5	5	9	21	-14	-3	0.9	4	7
CSC1=NCCN1C(=O)c1ccco1	5	5	3	2	-4	7	0.8	-8	19
O=c1[nH]c(=O)n(Cc2ccco2)c2c1C(C(F)(F)F)(C(F)(F)F)N=C(CCC1CCCCC1)N2	-1	1	5	-5	-13	7	0.7	3	32
CCc1cc2c(NCCC(=O)O)ncnc2s1	-6	3	4	-9	13	1	0.9	3	12
Cc1nc(N2CCN(C(=O)c3ccco3)CC2)c2c3c(sc2n1)CCCC3	1	8	13	4	-9	5	nt	-1	nt
CCSc1nc(N)c2c3c(sc2n1)CCC3	9	7	5	14	-1	-7	0.7	-12	31
CCOC(=O)C1=C(C)NC2(O)c3ccccc3C(=O)C12O (stereo not drawn)	2	6	7	-29	-11	6	1.1	2	-12
CC(C)(C)NC(=O)COC(=O)c1cc(S(=O)(=O)N2CCCCC2)ccc1N1CCOCC1	-6	nt	11	-3	-11	2	0.2	9	82*
CN(C)S(=O)(=O)N1CCN(S(=O)(=O)c2ccc(F)cc2)CC1	-1	3	7	8	-17	-1	1	3	0
CCOC(=O)C1CCCN(c2ncnc3c2cnn3-c2ccc(Cl)cc2)C1 (stereo not drawn)	3	-3	7	-11	-17	7	0.9	-4	13
O=C1OC(NC(=O)c2ccccc2)C(n2cc(CO)nn2)=C1Cl (stereo not drawn)	-1	1	6	3	-11	6	0.3	1	66*
Cc1ccc(S(=O)(=O)Nc2nc3ccccc3s2)cc1	-1	4	0	4	-10	-8	0.6	-3	44
O=C(CSc1nnnn1-c1ccccc1)N1CCc2ccccc2C1	-2	4	5	-12	-10	-1	0.8	-2	15
CCN(CC)CCCN1C(=O)C(O)=C(C(C)=O)C1c1cccc(OC)c1 (stereo not drawn)	-4	1	2	-17	-10	1	1.1	-3	-9
Cc1noc(C)c1S(=O)(=O)NC1CCN(Cc2ccccc2)CC1	5	-3	nt	-19	-13	nt	1	-6	-4
O=C(Nc1ccccc1C(=O)NCc1ccccc1)c1ccco1	-6	-3	4	-19	-8	4	0.3	3	74*
O=C(c1cccc2cccc(O)c12)N1CCCCC1	3	7	6	16	-10	-7	1.1	-3	-11
O=C(Nc1ccccc1Cl)O/N=C/c1ccncc1	-9	nt	7	12	-1	2	nt	12	nt
Cc1cc(C)cc(NC(=O)CN2CCN(c3ncccn3)CC2)c1	3	8	5	-40	-6	1	0.8	-2	24
CCN(c1ccc(NC(=O)COC(=O)c2ccc3ccccc3n2)cc1)C(C)C	-17	2	1	12	-13	-1	0.9	20	15
CC1CCCN(C(=O)Cc2ccc(F)cc2)C1 (stereo not drawn)	4	7	2	4	-10	-5	0.7	-6	33
CCOc1ccccc1C1C(C(N)=O)=C(C)Nc2nc(-c3cccc(C)c3)nn21 (stereo not drawn)	3	nt	9	-12	0	8	nt	-5	nt
CC(=O)c1ccc(-n2nnnc2SCC(=O)Nc2cccc(NC(=O)c3ccco3)c2)cc1	-2	10	-1	15	-6	-3	0.7	4	27
COc1cc(OC)cc(-c2nnc(SCc3c(F)cccc3Cl)o2)c1	2	8	11	-32	0	3	0.4	-3	63*
CCOc1cc(C(=O)Nc2ccc3c(c2)OCO3)ccc1OC(F)F	-4	1	12	0	4	6	1.9	1	-88
O=C(CCl)NCc1c(Cl)cccc1-n1cccc1	-19	nt	8	-41	-3	4	1	14	-1
CCOC(=O)COc1ccc(-c2nnc(-c3ccccc3)o2)cc1	10	4	5	-10	-10	2	0.9	-9	13
CN(C)c1ccc(CN(C(=O)C2COc3ccccc3O2)C2CCS(=O)(=O)C2)cc1 (stereo not drawn)	2	9	2	-16	4	-2	0.3	-4	65*
CNc1nnc(-c2cc3ccccc3oc2=O)s1	-9	5	52*	3	0	1	0.9	10	12
Cc1cc(C)n(-c2cc(N3CCN(C(=O)c4ccccc4C)CC3)ccc2[N+](=O)[O-])n1	10	nt	4	-28	-5	5	nt	-4	nt
Cn1c(=O)n(C)c2cc(S(=O)(=O)N3CCCc4ccccc43)ccc21	-2	0	10	-1	-8	3	0.3	-2	66*
CC(=O)Nc1ccc(S(=O)(=O)NNC(=O)COc2cc(C)ccc2C(C)C)cc1	-9	nt	3	-25	-9	-1	0.9	13	10
Cc1ccccc1-c1nc(CN2CCC(C(=O)NCCCN3CCCC3)CC2)c(C)o1	-2	3	3	1	-4	6	1.2	4	-19
N#C/C(=C1\CCCN1)c1nc2ccccc2c(=O)[nH]1	-1	2	2	-23	5	-1	1	0	0
CCOc1ccc(C2C=C(c3ccccc3)Nc3ncnn32)cc1 (stereo not drawn)	-9	-1	40*	-18	-7	-1	0.7	6	30
CCCn1c(=O)[nH]c(=O)c2c1nc(-c1ccc(OC(F)F)cc1)n2CCN1CCOCC1	-8	nt	5	-25	-8	0	0.8	6	22
CC(C)N(CCO)C(=O)C(c1ccccc1)c1ccccc1	-2	1	1	-20	-6	2	0.4	1	59*
CN1CCN(S(=O)(=O)c2ccc(Br)c3nsnc23)CC1	4	7	1	20	-5	1	1.2	-2	-17
COc1ccc(-n2c(SCC(=O)Nc3nccs3)nnc2-c2ccoc2C)cc1	-2	nt	-6	-1	5	-5	0.4	0	62*
CC1CCN(C(=O)c2cc3ccccc3o2)CC1	4	6	1	-3	-9	4	0.8	-5	22
COc1ccc(C)cc1NC(=O)C(=O)NNC(=O)c1ccco1	nt	nt	0	29	-13	1	1.5	nt	-53
CCOC(=O)C(CC)Sc1nc(N)c(NC(=O)c2ccc(OC)c(OC)c2)c(=O)[nH]1 (stereo not drawn)	0	13	3	-23	0	-5	1	-1	0
COc1cc2nc(N(C)C)nc(N)c2cc1OC	-6	-1	5	10	-1	-8	1	3	3
CC1=NC(C)(C)Cc2ccccc21	-6	4	4	-8	-20	-3	nt	8	nt
Cn1c(C(=O)N2CCCCCC2)cc2c(=O)n(C)c3ccccc3c21	-2	-4	5	20	-6	5	1	-1	-4
CCOC(=O)c1c(-c2ccc(Cl)cc2)c(C#N)c(=O)n(N)c1N	6	nt	7	-4	-13	2	1	-3	-4
O=C(Nc1ccc(Cl)cc1)c1ccc(-n2cncn2)c([N+](=O)[O-])c1	9	nt	6	9	-10	-2	0	-7	98*
CCOC(=O)c1sc(NC(=O)C(CC)Sc2nc3ccccc3[nH]2)nc1C (stereo not drawn)	25*	4	4	-20	-9	2	nt	-24	nt
Cc1cccc(C)c1NC(=O)C1CC(=O)N(C(C)C)C1 (stereo not drawn)	-2	1	6	12	-4	2	0.9	2	14
CC(C)(C)c1ccc(Cn2nnc3c(=O)[nH]c(C4CCCN(C(=O)Cc5cccs5)C4)nc32)cc1 (stereo not drawn)	14	6	-1	-12	-9	8	0.4	-15	57*
C=CCNC(=O)Nc1ccc2oc(C)nc2c1	6	6	9	-5	-7	4	1.2	-3	-24
CSc1nnc(-c2ccccc2)n1C	8	3	10	-4	-4	-4	nt	-8	nt
CCOC(=O)C1(S(=O)(=O)c2ccc(Cl)cc2)CCN(Cc2ccc(C)cc2)CC1	6	nt	13	20	-3	3	0	-3	99*

Record cards, from the list above.
Shown for CC1=NC(C)(C)Cc2ccccc21 = LYP inh 2: -6; Calb biofilm kill: 4; Rev-RRE block: 4; PLK1 PBD inh: -8; PLK1 inh: -20; EphB4 antag: -3; CYP2C9 act: nt; LYP act: 8; CYP2C9 inh: nt
Shown for CCOC(=O)C1(S(=O)(=O)c2ccc(Cl)cc2)CCN(Cc2ccc(C)cc2)CC1 = LYP inh 2: 6; Calb biofilm kill: nt; Rev-RRE block: 13; PLK1 PBD inh: 20; PLK1 inh: -3; EphB4 antag: 3; CYP2C9 act: 0; LYP act: -3; CYP2C9 inh: 99*
